Assay outcomes deposited in PubChem BioAssay by several laboratories.
OXTR agonist: agonists of human oxytocin receptor | P30559 | CHO-OTR cells, Fluo-8 calcium fluorescence; normalized: DMSO 0%, oxytocin 100% | actives 0.32% (n = 320,000) | activation, % at 3 µM;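 active means activation above the mean of all tested compounds plus 3 SD, cutoff set per screening run, cut at about 20% in these data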;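 further: peak over basal fluorescence ratio from a 100 s FLIPR kinetic read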
GPR7 antag: antagonists of human GPR7 (neuropeptides B/W receptor 1); P48145; GPR7-expressing cells, fluorescence antagonist assay; inhibition, % at 4.4 µM; actives 1.1% (n = 290,000); in the data active means inhibition above about 16%, passing the limit was not always enough;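 further: cells stimulated with the agonist NPW; 0% = agonist with vehicle and 100% = vehicle without agonist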
Target sequence (P48145 whole entry, looked up): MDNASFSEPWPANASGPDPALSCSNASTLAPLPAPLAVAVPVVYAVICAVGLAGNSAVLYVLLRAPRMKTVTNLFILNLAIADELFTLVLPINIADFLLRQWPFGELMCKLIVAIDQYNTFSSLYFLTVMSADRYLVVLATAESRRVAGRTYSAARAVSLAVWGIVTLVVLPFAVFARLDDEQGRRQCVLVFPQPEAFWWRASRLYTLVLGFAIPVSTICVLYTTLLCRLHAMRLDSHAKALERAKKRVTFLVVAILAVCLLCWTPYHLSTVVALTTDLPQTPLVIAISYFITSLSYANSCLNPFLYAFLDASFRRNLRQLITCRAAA
IMP-1 inh: blocks Pseudomonas aeruginosa IMP-1 metallo-beta-lactamase | inhibition, % at 5.6 µM | purified IMP-1, nitrocefin hydrolysis, epi-absorbance fluorescence | actives 0.45% (n = 290,000);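 active means inhibition above the mean plus 3 SD of all compounds in the same screening run, cut at about 4.5% in these data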;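 further: 0% = IMP-1 with DMSO and 100% = DMSO wells lacking enzyme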
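Test system: recombinant IMP-1 enzyme, purified / Medium: HEPES buffer pH 7.1 with ZnSO4 and Brij 35 / Doses: single dose, 5.6 µM / Times: 25 °C, 15 min preincubation, 25 min reaction / Detection: Epi-absorbance via hydrolysed-nitrocefin quenching of white-plate fluorescence, 480/530 nm, EDTA stop / Evaluation: percent inhibition from optical density relative to buffer-blank wells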
GalR3 antagonist: human GalR3 antagonism; inhibition, % at 3 µM; actives 0.44% (n = 360,000); HEK293 GalR3-CNG cAMP membrane potential fluorescence; galR3 body fused to GalR1 C-terminus; O60755; AID 651719;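 active means inhibition above the screen-wide average plus 3 SD, cut at about 13% in these data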;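 further: forskolin and galanin both at EC90 stimulate the cells; cAMP rise reported by CNG channel membrane potential dye signal; 0% = forskolin plus galanin with DMSO and 100% = forskolin alone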
Target sequence (O60755 1-299 limits assumed): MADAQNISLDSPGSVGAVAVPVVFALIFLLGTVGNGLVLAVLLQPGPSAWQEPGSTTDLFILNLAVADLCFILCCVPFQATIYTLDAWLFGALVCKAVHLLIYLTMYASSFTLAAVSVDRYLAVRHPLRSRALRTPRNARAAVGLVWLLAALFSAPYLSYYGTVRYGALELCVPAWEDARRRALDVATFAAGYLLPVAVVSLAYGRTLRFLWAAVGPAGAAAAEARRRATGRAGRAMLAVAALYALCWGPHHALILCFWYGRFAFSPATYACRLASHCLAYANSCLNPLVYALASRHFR
PHOSPHO1 inh: blocks human PHOSPHO1 phosphatase activity; actives 1.1% (n = 290,000); inhibition, % at 13.3 µM; recombinant PHOSPHO1, absorbance phosphatase assay; Q8TCT1; in the data active means inhibition above about 60%
Target sequence (Q8TCT1 whole entry, looked up): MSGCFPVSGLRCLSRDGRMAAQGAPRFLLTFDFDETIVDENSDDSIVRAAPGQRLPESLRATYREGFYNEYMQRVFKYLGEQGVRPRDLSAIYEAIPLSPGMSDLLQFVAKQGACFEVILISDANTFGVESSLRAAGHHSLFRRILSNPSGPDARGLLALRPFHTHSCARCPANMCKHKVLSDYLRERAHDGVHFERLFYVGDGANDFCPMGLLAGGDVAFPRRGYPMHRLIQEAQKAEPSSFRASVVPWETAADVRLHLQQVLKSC
V1aR counter: counter-screen for oxytocin receptor agonists: human V1a receptor agonists | P37288 | CHO-V1R cells, Fluo-8 calcium fluorescence, agonist mode; 0% DMSO, 100% 3 nM vasopressin | activation, % at 3 µM | actives 0.25% (n = 320,000);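 active means activation above the mean activation of all tested compounds plus 3 SD, per screening run, cut at about 20% in these data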;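 further: signal is peak over basal fluorescence ratio across a 100 second FLIPR read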
DNA FID counter: counter-screen for HCV NS3 helicase inhibitors: DNA intercalator displacement; DNA fluorescent intercalator displacement, fluorescence; inhibition, % at 7.9 µM; actives 0.17% (n = 290,000); AID 1845; in the data active means inhibition above about 37%;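 further: 0% = vehicle and 100% = reference compound; higher means more ethidium bromide displaced from hairpin DNA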
VIM-2 inh: inhibitors of Pseudomonas aeruginosa VIM-2 metallo-beta-lactamase; inhibition, % at 5.6 µM; actives 0.89% (n = 290,000); purified VIM-2, nitrocefin hydrolysis, epi-absorbance fluorescence; AID 1527;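 active means inhibition above the mean of all tested compounds plus 3 SD, cutoff set per screening run, cut at about 7.5% in these data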;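 further: red hydrolysis product quenches plate fluorescence so inhibitors raise well fluorescence; 0% = enzyme with DMSO and 100% = DMSO without enzyme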
NS3 helicase inh: HCV NS3 helicase inhibition | inhibition, % at 10.9 µM | actives 0.56% (n = 290,000) | NS3 helicase DNA unwinding, Cy5 molecular beacon fluorescence;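 active means inhibition above the mean of all tested compounds plus 3 SD, set per campaign, cut at about 35% in these data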;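 further: 0% = DMSO wells and 100% = thioflavine S control wells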
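Material: hepatitis C virus NS3 helicase domain fragment enzyme; measured by: Cy5 fluorescence, 0 and 60 min reads; control set: DMSO and thioflavine S; incubation: 60 min unwinding reaction at 25 °C after ATP addition; read-out basis: % inhibition from 60/0 min fluorescence ratio, DMSO 0%, thioflavine S 100%; repeats: singlicate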
Numbers without * were called inactive; . = no result given.

SMILES	OXTR agonist	GPR7 antag	IMP-1 inh	GalR3 antagonist	PHOSPHO1 inh	V1aR counter	DNA FID counter	VIM-2 inh	NS3 helicase inh
Cc1ccc(/C(O)=C2\C(=O)C(=O)N(CC(C)O)C2c2ccccn2)cc1 (stereo unspecified)	0.2	-13	-1.6	-5	-42	-0.7	5	0.7	7
C=CCOc1ccc(-c2nc3c(c(=O)[nH]c(=O)n3CCC)n2CCCC)cc1	-1.3	6	0.5	-4	27	-0.5	-22	-2.3	2
O=C(Nc1ccc(Cl)cc1)c1ccc(-c2ccccn2)s1	-0.3	-9	-2.0	-1	32	0.6	-4	-2.2	15
Cn1cc(C(=O)N/N=C/c2cccc([N+](=O)[O-])c2)c2ccccc21	-1.9	-6	-0.4	5	42	-1.5	-1	-2.4	8
CCCOc1ccc(/C(O)=C2/C(=O)C(=O)N(CCCn3ccnc3)C2c2ccc(C)o2)cc1 (stereo unspecified)	-0.9	-11	-3.8	0	8	-0.5	-18	-1.7	8
COc1cnc(-c2ccccn2)nc1Oc1ccccc1	-0.9	-4	-2.5	2	16	0.1	0	5.3	-4
Clc1ccc(C2NCCc3sccc32)cc1 (stereo unspecified)	0.6	-10	0.3	-3	39	2.1	4	-1.3	-5
CCN(CC)S(=O)(=O)c1ccc(OC)c(NC(=O)COc2ccc3c(C)cc(=O)oc3c2)c1	-0.8	-2	-2.9	-4	-1	0.1	-8	-2.4	13
COc1ccc(NC(=O)C#Cc2ccccc2)cc1OC	-1.6	3	-2.2	-10	9	2.0	-12	-1.6	8
COc1cc(/C=C/C(=O)NCCn2c(C)cc3ccccc32)cc(OC)c1OC	1.5	-6	-3.2	.	6	3.2	-34	-2.7	-25

Three of the entries above in order of their number in GalR3 antagonist, rising:
Structure | GalR3 antagonist
COc1ccc(NC(=O)C#Cc2ccccc2)cc1OC | -10
O=C(Nc1ccc(Cl)cc1)c1ccc(-c2ccccn2)s1 | -1
Cn1cc(C(=O)N/N=C/c2cccc([N+](=O)[O-])c2)c2ccccc21 | 5

The list continues.
SMILES	OXTR agonist	GPR7 antag	IMP-1 inh	GalR3 antagonist	PHOSPHO1 inh	V1aR counter	DNA FID counter	VIM-2 inh	NS3 helicase inh
O=C(Nc1ccccc1)c1nc2ccccc2s1	-1.8	-8	-3.5	-5	12	-1.3	-3	-1.9	6
CCc1nnc(NC(=O)Cc2sc(C)nc2-c2ccc(C)cc2)s1	-0.6	5	-2.2	-5	16	-0.5	-8	-1.9	2
COc1ccc(NS(=O)(=O)c2ccc(N3CCOCC3)c(NC(=O)c3ccccc3Br)c2)cc1	-0.1	16	-0.5	-7	24	0.9	-29	1.1	-6
NC(=O)c1ccc[n+](CC(=O)NCc2ccc(Cl)cc2)c1	-0.1	7	-3.3	-11	-7	0.5	4	-1.8	-1
Cc1ccc(-c2nn(CC(=O)NCc3ccco3)c(=O)c3ccccc23)cc1	-2.5	2	-2.9	-6	20	-1.4	-10	-3.1	5
COc1cc(OC)cc(C2=NCCN2)c1	-1.1	2	-4.2	-7	47	0.7	11	-0.7	3
CC1(C)C2CCC1(C)C(OC(=O)C[n+]1ccccc1N)C2 (stereo unspecified)	2.1	-8	-0.8	-4	-42	0.2	1	-1.1	1
COc1ccc(-c2nnc(SCc3ccccn3)n2C)cc1	0.1	-2	-3.9	-4	0	-0.4	-4	-2.5	-6
O=C(Nc1cc(Cl)ccc1-n1cncn1)c1cc(S(=O)(=O)N2CCOCC2)ccc1F	1.4	-9	-2.0	-1	32	4.7	-18	0.9	5
Cc1ccc2c(COC(=O)C3=COCCO3)cc(=O)oc2c1	.	-5	-1.8	-3	7	.	1	-2.2	-3
COc1ccc(CNc2nc3c(c(=O)[nH]c(=O)n3C)n2Cc2ccccc2C)cc1	-1.9	-10	-0.2	0	-7	-2.0	-4	-0.1	-7
CCc1nc(SCC(=O)NC2CCCC2)c2c(=O)n(C)c(=O)n(C)c2n1	-1.3	2	0.2	-4	33	0.2	-6	0.8	-2
CC(Oc1ccc(Cl)cc1Cl)C(=O)NC(=S)N1CCc2ccccc21 (stereo unspecified)	-2.5	-9	-1.1	-8	-20	0.9	-4	-4.0	-5
Cc1c(C(c2cccs2)c2c(C)n(C)n(-c3ccccc3)c2=O)c(=O)n(-c2ccccc2)n1C	-2.3	-9	-1.0	1	17	-0.3	-21	-2.4	-11
Cc1ccc2c(cnn2C(=O)CCCC(=O)NCc2ccc(Cl)cc2)c1	-1.1	8	-2.9	.	7	2.2	-34	-4.1	4
Cc1nnc(SCc2cccc([N+](=O)[O-])c2)[nH]c1=O	-1.1	-3	-2.4	2	3	0.8	-1	-1.7	-16
Cc1ccc(C(=O)N/C(=C\c2cccs2)C(=O)NCCCN2CCOCC2)cc1	0.2	-7	-2.6	-10	31	0.1	1	-1.4	2
S=C(NC1CCCCC1)NC1CC2C=CC1C2 (stereo unspecified)	-2.6	-3	-3.8	-2	42	1.0	-9	-4.3	-2
Cc1cc2c(cc1S(=O)(=O)NCc1ccccc1)OCC(=O)N2	1.9	1	-1.2	.	-6	2.8	-8	-0.1	3
COc1ccc(C(=O)Nc2nc(C)cs2)cc1S(=O)(=O)N1CCCC1	0.9	-4	-3.1	-5	52	1.6	-6	-2.8	-3
CCOC(=O)c1sc(Nc2ccc(F)cc2)nc1C	-2.4	-11	-2.6	-6	23	-1.5	-8	-1.2	-11
CCCNC(=O)CSc1nccn1Cc1ccc(OC)cc1	0.5	-12	-4.0	-1	42	0.6	-7	-2.7	-6
CCc1ccc(NC(=O)C(C)OC(=O)CCC(=O)c2cccs2)cc1 (stereo unspecified)	-2.8	-11	-2.6	-5	20	-1.1	-20	-2.9	-17
N#CC(C#N)=C(Nc1ccccc1)c1ccccc1	-0.2	0	-2.9	-8	28	2.1	-6	1.3	-24
O=C(c1ccco1)N1CCN(Cc2ccccc2Br)CC1	0.2	23	1.2	-10	7	0.3	-13	-0.9	-22
O=C(O)c1cc2nc3c(c(C(F)(F)F)n2n1)CCc1ccccc1-3	0.1	3	-2.7	-2	-9	0.4	-14	2.7	11
Cc1cc(-c2ccccc2)nc(-c2ccccc2)c1C	-0.4	2	0.8	-2	-38	1.5	-4	-0.2	-1
COc1ccc(-n2c(C)c(C(C)=O)c(C(C)=O)c2C)cc1	1.2	-2	-1.2	-4	6	2.0	-9	-1.2	-4
CCCCC(=O)c1c(C)cc(C)[nH]c1=O	-0.6	-15	-4.2	8	-13	0.9	-7	-4.0	14
COC(=O)CNC(=O)c1sc2ncn(CC(=O)Nc3ccc(C)c(Cl)c3)c(=O)c2c1C	4.2	-14	-3.1	0	-5	3.2	-12	-3.0	-4
O=C(N/N=C/c1ccsc1)c1cc(-c2ccncc2)nc2ccccc12	-1.1	-8	-3.1	-2	-13	-0.7	-1	-2.2	1
COc1ccc(OC)c(N(CC(=O)Nc2cccnc2)S(C)(=O)=O)c1	1.1	-4	-2.6	-1	19	0.4	-4	-1.2	4
O=C(Nc1ccnn1C1CCN(Cc2cccc(OCCO)c2)CC1)C1CC1	0.3	-9	-2.8	5	28	0.9	-7	-1.2	17
CCOc1cc(C(=O)NC(=S)Nc2cccnc2)cc(OCC)c1OCC	-1.7	-8	0.0	-4	0	-1.1	-29	-2.4	10
Cc1ccc(OCc2nnc(SCC(=O)N3CCOCC3)n2C)cc1	-0.7	-9	-3.2	-7	12	-0.2	-13	-4.1	2
COC(=O)c1ccc(Nc2c([N+](=O)[O-])c(=O)oc3ccccc23)cc1	11	1	-2.9	-4	-5	9.8	4	-2.0	0
Cc1ccc2c(c1)=C(c1ccccc1)N(O)CC(=O)N=2	-0.3	17	-0.6	-12	28	1.2	-8	0.0	0
Cc1oc(-c2ccccc2)cc1C(=O)Nc1cccc(/C=C\C(=O)O)c1	-0.5	-18	-0.7	71*	-10	-1.1	-38	1.0	6
O=S(=O)(c1ccc(NC(=S)Nc2ccc(OC(F)F)cc2)cc1)N1CCOCC1	5.2	-1	-2.0	2	-16	5.9	1	-7.2	-2
O=C(CSc1nc2ccccc2o1)c1cc2ccccc2oc1=O	2.7	1	2.0	-3	-8	2.0	-11	1.3	31
Cc1ccc(N(NC(=O)C(C)(C)O)C(=O)c2ccccc2)cc1C	-0.2	-10	-1.1	-1	16	-0.3	-2	0.3	4
COc1ccc(CN2CCC(C(=O)c3cccc(Cl)c3)CC2)cc1	0.2	-23	-1.7	-1	50	0.7	5	-0.2	-1
Cc1ccc(-n2ncc3c(=O)n(-c4ccc(C)c(C)c4)c(C)nc32)cc1	0.7	-10	-0.7	-4	-1	1.6	-3	-1.9	-1
CCN(CC(=O)Nc1ccc(C)c(S(=O)(=O)N(C)C)c1)Cc1ccccc1	-1.1	13	-1.6	-7	31	0.7	-5	-2.0	-7
CN(C)S(=O)(=O)c1cccc(NC(=O)CSc2ncnc3ccccc23)c1	16	-5	-4.3	0	20	10	-15	-1.7	2
Cc1ccc(-c2nnc(CSc3nnc(COc4cccc5ccccc45)n3-c3ccccc3)o2)cc1	-0.7	2	-1.9	6	-14	0.6	-5	-2.5	-1
CCCCSc1nc(N)c(C#N)c(-c2cccs2)c1C#N	-0.7	-16	-4.2	-8	38	2.5	4	-2.8	-16
Nc1sccc1C(=O)c1ccccc1	1.3	-8	2.6	-4	11	0.4	-1	0.6	13
CCCCn1c(O)c(C=NCCCN(C)C)c(=O)[nH]c1=O	0.2	13	-1.6	-3	1	-0.3	0	-3.0	7
O=C(Nc1ccc2c(c1)nc1n2CCN(C2CCCCC2)C1)c1ccco1	.	-10	-0.7	-2	-77	.	-13	-1.5	-8

(further entries)
SMILES	OXTR agonist	GPR7 antag	IMP-1 inh	GalR3 antagonist	PHOSPHO1 inh	V1aR counter	DNA FID counter	VIM-2 inh	NS3 helicase inh
COCCNC(=O)CN1C(=O)NC2(CCCCCC2)C1=O	0.6	-9	-1.7	-1	28	0.1	-7	-3.5	23
O=C(CCn1c(=O)sc2ccccc21)Nc1cccnc1	0.7	-4	3.0	3	19	0.4	-2	-1.9	2
O=C(COc1cccc2cccnc12)NNC(=S)Nc1ccccc1	-1.6	-16	-3.8	.	-23	-0.2	-15	-2.6	-2
CCCn1c(C(C)NC(=O)c2ccccc2)nc2ccccc21 (stereo unspecified)	.	1	-1.6	-3	7	.	-8	0.5	3
CC(=O)Nc1ccc(-n2nnnc2SCC(=O)NCc2cccs2)cc1	0.8	11	0.0	2	52	-0.6	-1	1.3	5
Cc1nc(SCC(=O)O)c2oc3ccccc3c2n1	2.2	6	-3.2	-5	-2	0.4	1	0.4	1
CCOC(=O)C(CCCOc1cccc(CC)c1)C(=O)OCC	-0.2	-12	-3.0	5	-16	-0.8	-7	-1.1	5
CCOCc1nnc(NC(=O)c2c(-c3ccccc3)noc2C)s1	.	-8	-0.4	-8	-128	.	-19	-0.9	-10
Cc1nnsc1-c1c(C(=O)Oc2ccccc2)c(C)nn1-c1ccccc1	-2.1	10	-0.9	-1	-5	-1.7	-33	-1.4	-9
O=C(CN1CCOCC1)Nc1ccc([N+](=O)[O-])cc1	-0.3	-1	0.6	-7	.	0.2	-8	-0.6	6
